# KCNH2 WT inh: inhibitors of human wildtype KCNH2 potassium channel | U2OS, BacMam KCNH2, thallium flux FluxOr; stronger effect = lower value | 0.37% of 340,000 active | Q12809 | AID 720551 | activity change, % at 1.84 µM;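 active means maximum activity change below -70%; inconclusive means maximum activity change between -70% and -50%; inactive means maximum activity change above -50%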; further: on the % scale 0 is the no-effect control and ±100 the full control effect
#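 U2OS cells were transduced with wild-type KCNH2 virus (2.03 x 10^8 / mL) for 4 h at room temperature, then cultured overnight at 37 C. Thallium flux was read with FluxOr dye. Rate constants were normalized to DMSO controls.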
# GALK inh: galactokinase (human) inhibition. P51570. Purified GALK, Kinase-Glo residual ATP luminescence. Potency, µM (highest dose often 57.5 µM), inactives show top-dose activity change, negative = inhibition, actives largely listed as inhibitors. 0.007% of 270,000 active. AID 1868; further: potency means the concentration at half of the fitted maximal effect; on the % scale 0 is the no-effect control and ±100 the full control effect
# Target sequence (P51570 whole entry, looked up): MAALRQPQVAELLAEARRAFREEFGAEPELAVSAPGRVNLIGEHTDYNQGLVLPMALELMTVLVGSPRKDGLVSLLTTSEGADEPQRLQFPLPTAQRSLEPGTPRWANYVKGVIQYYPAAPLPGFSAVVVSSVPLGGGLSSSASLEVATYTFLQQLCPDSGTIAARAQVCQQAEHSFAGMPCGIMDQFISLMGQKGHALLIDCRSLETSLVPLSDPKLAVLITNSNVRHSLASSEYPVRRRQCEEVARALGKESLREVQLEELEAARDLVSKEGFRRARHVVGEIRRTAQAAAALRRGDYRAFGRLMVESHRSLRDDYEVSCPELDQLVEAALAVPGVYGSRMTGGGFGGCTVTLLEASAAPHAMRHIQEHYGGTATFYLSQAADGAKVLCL
#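 ATP-depletion format; final 35 uM ATP, 100 uM D-galactose, 5 nM enzyme; pH 8.0 HEPES/Mg2+ buffer; 60 min RT; luminescence read 10 min after detection reagent.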
# KCNH2 3.1 block: KCNH2 3.1 (human) potassium channel inhibition; AID 720553; 0.95% of 340,000 active; U2OS KCNH2 3.1, thallium flux FluxOr; stronger effect = lower value; activity change, % (tested at about 1.8 µM);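 active means maximum activity change below -70%; inconclusive means maximum activity change from -70% to -50%; inactive means maximum activity change above -50%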;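 further: thallium influx rate constant from kinetic fluorescence after stimulation buffer; on the % scale 0 is the no-effect control and ±100 the full control effect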
#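 Channel expression came from 3.1 mutant virus (1.77 x 10^8 /mL) applied to suspended U2OS cells for 4 h. Flux was tracked with FluxOr dye plus Red40 quencher, and kinetic rate constants normalized to controls.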
# CXXC DNA block: MLL CXXC-DNA interaction inhibition; Q03164; MLL-CXXC / FITC-HOXA9 DNA fluorescence polarization; Potency, µM (titrated, usually from 115 µM), without a hit: at the highest dose activity change, negative = inhibition, most hits filed as inhibitors; 0.037% of 290,000 active; AID 2662; active means well fitted inhibition curve with a large enough effect in the polarisation, with a control signal flat, not every such curve was filed as active; inconclusive means small, poorly fitted or top-dose-only effect, or effect the other way, or a change in a side signal; inactive means no such curve, though single readings can be large or run the other way; the % refers to the polarisation; further: potency means the concentration at half of the fitted maximal effect
#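 Purified MLL-CXXC (added from a 7 uM solution) was preincubated 5 min at ambient with pinned compounds in 50 mM Tris-HCl pH 7.5, 50 mM NaCl, 1 mM DTT, 0.05% BSA. Fluorescein-labeled HOX-A9 DNA (50 nM solution) followed, 30 min, then polarization read.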
# PKM2 activator: increases activity of human pyruvate kinase M2. P14618. purified PKM2, Kinase-Glo ATP luminescence, activation; response scale: 0% is enzyme alone, no compound. Potency, µM (doses to about 57.5 µM), for inactives: at the highest dose activation, usual class: activators. 0.34% of 260,000 active. AID 1631; further: potency means the concentration at half of the fitted maximal effect; on the % scale 0 is the no-effect control and ±100 the full control effect; nearly all actives have a fitted effect of over 55% in size
#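 Purified hPK-M2 (>95%) run at intermediate activity with 0.1 mM ADP and 0.5 mM PEP in 50 mM imidazole pH 7.2, KCl, MgCl2; 1 h room temperature. ATP formed read by Kinase-Glo luminescence; normalized to uninhibited and no-enzyme controls.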
# USP2a block: USP2a (human) protease inhibition; O75604; USP2 core, Ub-CHOP2 coupled fluorogenic reporter, 485/531; Potency, µM (highest dose often 38.3 µM), inactives show at the top dose activity change, negative = inhibition, hits mostly inhibitors; 0.01% of 330,000 active;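 further: potency means the concentration at half of the fitted maximal effect; plate controls were DMSO wells for no effect and full inhibition by NEM control for full effect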
#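 Cell-free coupled assay: 10nM USP2 core preincubated 30min RT with compound in Tris-HCl pH 8.0/CaCl2/CHAPS buffer, then 25nM Ub-CHOP2 and 25nM reporter substrate; fluorescence (Ex 485/Em 531) read after 60min RT, normalized to NEM inhibition, concentration-response curves fitted.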
# Menin-MLL TR inh: menin-MLL binding inhibition, Texas Red mutant peptide; O00255; AID 1768; 0.23% of 270,000 active; Menin + Texas Red MLL mutant peptide, fluorescence polarization; Potency, µM (series often up to 61.6 µM), without a hit: top-dose FP activity change, negative = inhibition, most hits filed as inhibitors; active means well fitted inhibition curve with a large enough effect in the polarisation, with a control signal flat, not every such curve was filed as active; inconclusive means small, poorly fitted or top-dose-only effect, or effect the other way, or a change in a side signal; inactive means no such curve, though single readings can be large or run the other way; the % refers to the polarisation; further: potency means the concentration at half of the fitted maximal effect; % of control where 0% means no effect; many of its hits are not listed in these tables
# Target sequence (O00255 whole entry, looked up): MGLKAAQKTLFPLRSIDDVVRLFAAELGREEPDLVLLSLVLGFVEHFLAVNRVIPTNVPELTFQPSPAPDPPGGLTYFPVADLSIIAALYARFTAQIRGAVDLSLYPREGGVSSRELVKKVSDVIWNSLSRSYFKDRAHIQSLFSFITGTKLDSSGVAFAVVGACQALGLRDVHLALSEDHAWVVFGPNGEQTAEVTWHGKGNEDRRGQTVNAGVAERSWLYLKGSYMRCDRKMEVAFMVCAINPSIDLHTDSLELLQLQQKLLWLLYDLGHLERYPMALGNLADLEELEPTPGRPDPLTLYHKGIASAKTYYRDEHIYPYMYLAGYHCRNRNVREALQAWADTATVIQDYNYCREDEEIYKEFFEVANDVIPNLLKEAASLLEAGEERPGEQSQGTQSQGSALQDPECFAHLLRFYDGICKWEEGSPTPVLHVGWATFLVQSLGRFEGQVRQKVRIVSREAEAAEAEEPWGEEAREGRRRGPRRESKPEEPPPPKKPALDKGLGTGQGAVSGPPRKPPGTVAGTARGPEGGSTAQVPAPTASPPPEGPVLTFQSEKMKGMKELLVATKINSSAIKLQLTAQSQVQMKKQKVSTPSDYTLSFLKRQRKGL
# B2AR arrestin: recruits beta-arrestin to the human beta2-adrenergic receptor. 0.02% of 330,000 active. AID 492947. beta-arrestin recruitment to beta2AR, cell-based reporter. Potency, µM (titrated, usually from 46.1 µM), inactives show at the top dose activation, actives largely listed as activators;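 further: potency means the concentration at half of the fitted maximal effect; 0% = DMSO controls and full agonism = EC100 isoproterenol or metaproterenol; nearly all actives have a fitted effect of over 65% in size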
# Giardia kill: kills Giardia lamblia; Giardia lamblia trophozoite viability; activity change, % at 7.66 µM, hits read low; 0.15% of 340,000 active; AID 540267; in the data active means activity change below about -80%; inconclusive means between about -30% and that limit;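 further: parasites exposed to compound for two days anaerobically before the ATP read; on the % scale 0 is the no-effect control and ±100 the full control effect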
#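 Trophozoites 100 cells/well + cpd; 48 hrs, 37 deg C, anaerobic. ATPLite 1-Step added, 15-30 min RT, luminescence read (ATP-based viability).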
# TRPV1 agonist: activates the human vanilloid receptor TRPV1; Q8NER1; TRPV1-expressing cells, Fluo-8 calcium influx, agonist mode; activation, % at 8.33 µM; 0.19% of 320,000 active; AID 540275; in the data active means activation above about 80%; inconclusive means between about 30% and that limit; further: 0% is about no effect
#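 Cells expressing TRPV1 were dye-loaded with Fluo-8 and read kinetically: 10 s baseline, 3 min after compound (agonist portion), then 2 min after EC20 capsaicin (allosteric enhancer portion). Calcium-bound dye fluorescence at 480/520 nm.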
# Coupling enz: counter-screen for Giardia aldolase inhibitors: coupling enzyme system | coupling enzyme system counterscreen, AmpLite Red fluorescence | activity change, negative = inhibition, % at 58.2 µM, hits read low | 0.67% of 290,000 active; in the data active means activity change below about -30%; further: on the % scale 0 is the no-effect control and ±100 the full control effect
#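 Final compound at 57.5 uM, incubated 10 min at RT with coupling enzyme reagent (glyceraldehyde-3-phosphate), then 20 min with substrate and AmpLite Red detection. Fluorescence read at 525/598 nm; tests interference with the coupling assay, not aldolase inhibition.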
# The depositor's hits bear a star; u = inconclusive; x = not tested or not shown; [ ] = another dose, or the depositor's remark. Unless noted, the call rests on the fitted dose curve; in most records, active means well fitted curve in the direction sought with a large enough effect; inconclusive means small, poorly fitted or top-dose-only effect, or another doubt; inactive means no such curve, though single readings can be large; an effect the other way counts as inactive or inconclusive.
SMILES,KCNH2 WT inh,GALK inh,KCNH2 3.1 block,CXXC DNA block,PKM2 activator,USP2a block,Menin-MLL TR inh,B2AR arrestin,Giardia kill,TRPV1 agonist,Coupling enz
Cc1oc2cc(O)ccc2c(=O)c1N1C(=O)c2ccccc2C1=O,-1.9,1.4%,0.5,-6.6%,16.0%,-1.9%,13.3%,-0.1%,-11.8,0.1,6.6
O=C(C[C@@H]1C/C=C\C[C@@H](Cc2ccc(F)cc2)C(=O)OCCNC1=O)NCCO,-20.3,x,20.9,x,x,7.3%,x,-0.4%,-19.0,x,x
COc1ccc(C(=O)Nn2c(C)nc3ccccc3c2=O)cc1[N+](=O)[O-],-3.7,-1.2%,-3.0,15.9%,x,5.0%,-9.7%,0.3%,8.7,-1.9,2.6
CN1CCN(C(=O)C2=C[C@H](c3coc4ccccc4c3=O)C[C@H](OCc3ccc(CO)cc3)O2)CC1,-10.1,-1.2%,19.9,-24.5%,3.0%,-0.1%,0.1%,-0.1%,-8.4,-1.5,2.1
O=C(CSc1n[nH]c(-c2cccs2)n1)NCCc1ccccc1,10.1,x,-6.4,x,x,-0.3%,x,-0.8%,14.5,-1.4,x
Cc1ccc(C(=O)NC2CCN(C(=O)Nc3ccc(F)cc3)CC2)cc1,-14.3,-1.4%,-2.3,44.1%[activator],-2.8%,0.6%,-0.2%,-0.6%,-1.8,10.4,-0.5
Cn1c(NCc2cccnc2)nc2c1c(=O)n(Cc1ccccc1F)c(=O)n2C,-5.0,0.1%,15.7,4.5%,17.4%,0.9%,2.3%,0.0%,-1.4,-2.1,3.3
Cc1cc(C)cc(-n2ncc3c2CCCC3NC(=O)c2cc(C)oc2C)c1 (stereo not given),-0.1,-2.9%,-4.8,6.7%,-1.3%,0.1%,5.1%,-0.4%,17.6,u,5.3
Cc1cc(C(=O)COc2ccc(-c3nnco3)cc2)c(C)n1Cc1ccccc1,-9.7,0.4%,11.3,2.9%,-2.8%,1.3%,-0.1%,0.1%,5.3,u,-3.9
Cc1ccc(NC(=O)CSCC(=O)NCCc2ccccc2)c(C)c1,-0.8,x,9.4,x,x,1.0%,x,0.3%,-21.1,-4.6,x
O=C(COC(=O)c1ccccc1)Nc1cccc(S(=O)(=O)N2CCCCC2)c1,-1.4,x,-6.7,x,x,-2.6%,x,0.0%,-6.9,-2.1,x
N#Cc1ccccc1S(=O)(=O)N1CCN(C(=O)CN2CCCSc3ccccc32)CC1,-5.9,x,-10.7,x,x,-0.8%,x,-0.2%,10.7,3.4,x
CCc1ccc(-c2cc(C)no2)cc1S(=O)(=O)N1CCN(c2cc(C)ccc2C)CC1,-11.6,2.3%,-6.3,1.0%,x,2.1%,26.3%,-0.4%,-21.5,5.1,-1.9
CCCCn1c(N)c(N(CC)C(=O)C2CCC2)c(=O)[nH]c1=O,-11.2,x,-8.5,x,x,1.8%,x,-0.2%,-14.3,-1.6,x
Cc1cc([N+](=O)[O-])ccc1NC(=O)CCC(=O)N1CCCCCC1,-1.7,-0.3%,7.4,u,-3.3%,3.8%,2.3%,u,-1.7,1.1,0.5
c1ccc(Cn2nnnc2C(c2cccs2)N2CCSCC2)cc1 (stereo not given),-14.4,-3.3%,8.6,-9.2%,2.3%,2.1%,2.2%,-0.1%,7.8,4.3,1.1
COc1ccc(/C=N\N=C2/SC(CC(=O)O)C(=O)N2c2ccc(O)cc2)cc1OC (stereo not given),16.4,2.9%,-3.8,1.2%,-3.9%,3.1%,-10.3%,-0.8%,-6.9,-2.4,-0.1
c1ccc2c(c1)nc(N1CCN(C3CCCCC3)CC1)c1nnnn12,x,1.2%,x,-3.9%,2.3%,-1.6%,0.8%,0.4%,x,-1.0,0.4
CCc1ccc2c(c1)C(c1ccc([N+](=O)[O-])cc1)=NNC(c1ccc(Br)cc1)=N2,-18.3,2.4%,-26.3,-0.4%,-8.5%,1.6%,9.3%,-0.8%,7.8,4.8,2.1
CCCCN(C(=O)CSCC(=O)Nc1ccc(C)cc1)c1c(N)n(CCCC)c(=O)[nH]c1=O,-1.6,x,12.6,x,x,0.9%,x,0.3%,-9.0,-2.2,x
COc1cccc(-c2nc3ccc(C(=O)NC(C)Cc4cccnc4)cc3o2)c1 (stereo not given),-1.1,-0.5%,0.9,-21.1%,0.1%,-0.7%,-1.6%,0.1%,-12.8,3.8,-1.2
COc1ccc(NCc2nnc(SCC(=O)NCc3ccccc3)n2-c2ccccc2OC)cc1,-7.1,0.7%,-7.8,-0.9%,-3.0%,-1.1%,-4.7%,0.3%,-19.4,2.1,1.4
Cc1cc(N2CCC(C)CC2)nc(-c2ccccc2O)n1,x,1.3%,5.9,-8.2%,-3.3%,1.1%,x,0.2%,-13.8,u,2.8
CC(C)c1onc(C(=O)N2CCN(Cc3ccccc3)CC2)c1[N+](=O)[O-],3.0,x,6.5,4.4%,-16.3%,3.8%,-9.4%,-1.0%,-28.3,0.9,6.2
COc1ccc(OC)c(CCNC(=O)Cn2nc(C)c3c(C)n(-c4ccc(C)cc4)nc3c2=O)c1,78.1,-0.1%,12.9,-5.9%,x,0.5%,-15.7%,0.2%,25.9,-3.5,3.4
CCN(C[C@H]1N[C@@](C)(C(=O)OC)[C@H]2C(=O)N(C)C(=O)[C@@H]12)C(C)=O,0.3,x,-10.6,x,x,-0.8%,x,-0.9%,-3.9,x,x
CSc1ccccc1OCc1cc(C(=O)NC(C)Cn2cncn2)no1 (stereo not given),14.3,-0.3%,10.0,u,-8.7%,-10.3%,2.4%,0.2%,10.6,1.8,-2.0
COc1ccc(C(CNC(=O)c2cccc(S(=O)(=O)NCc3ccccc3)c2)N(C)C)cc1 (stereo not given),69.9,5.7%,-24.1,-5.0%,-2.3%,0.6%,x,-1.1%,-3.8,-0.3,x
N#C/C(=C\c1ccccc1[N+](=O)[O-])C(=O)NC1CCCCC1,0.2,-3.8%,-5.2,-2.5%,15.8%,7.7%,-3.8%,0.3%,u,29.3,-4.4
COC(=O)c1ccc(NC(=O)CSCc2ccc(C)cc2)cc1,12.8,-0.1%,5.8,-2.8%,1.0%,2.1%,0.3%,-0.1%,6.8,u,-0.1
COc1cc2c(C#CCCCO)c(-c3ccc(C#N)cc3)oc(=O)c2cc1OC,7.3,x,12.4,x,x,-0.2%,x,0.1%,-20.3,0.9,x
C[C@@]12C(=O)N(CCO)CC(=O)N1[C@H](/C=C/c1ccccc1)[C@@H]1C(=O)N(c3ccccc3)C(=O)[C@@H]12,0.7,x,-2.6,2.4%,3.9%,-0.8%,3.8%,0.2%,-15.7,2.3,0.2
Cc1cccc(NC(=O)C2SC(=Nc3c(C)cccc3C)C(C(=O)N3CCOCC3)=C2N)c1 (stereo not given),0.8,0.2%,-19.3,11.7%,5.6%,-1.1%,0.8%,0.1%,-12.7,-6.8,-5.0
Cn1cc(/C=C2/SC(=O)N(c3ccccc3)C2=O)c2ccccc21,6.5,2.0%,9.4,36.1%[activator],1.4%,-1.4%,u,0.2%,-9.7,-1.3,-4.0
Cc1cc(C(=O)O)c(CSCc2cc(C(=O)O)oc2C)o1,-13.1,1.6%,-12.0,11.7%,-0.7%,0.5%,-1.3%,-0.1%,-18.0,1.1,-0.4
Cc1ccc2nc(SC(C)C(=O)NCc3ccc4c(c3)OCO4)[nH]c2c1 (stereo not given),4.3,-0.3%,-20.6,6.7%,u,-1.9%,-5.4%,-0.5%,33.2[activator],u,-1.6
COc1ccc(CCN(C)CC(=O)Nc2ccc(F)c(Cl)c2)cc1OC,30.0,0.8%,-0.4,-12.7%,3.2%,0.6%,-26.0%,0.1%,-14.5,0.0,-3.5
COc1cc2c(cc1OC)CN(C(=O)CCOc1ccccc1C)CC2,-2.7,8.9%,-16.6,-4.3%,0.2%,2.1%,-2.1%,-0.4%,-13.8,8.6,-0.8
CC(C)Cn1nc(NS(=O)(=O)c2ccccc2)c2cc3ccccc3nc21,-8.5,-2.1%,-17.7,u,-0.4%,3.3%,38.5%[activator],-0.4%,-5.6,-2.1,7.0
CC(=O)Oc1cccc(C(=O)Nc2ccccc2C(=O)N2CCCC2)c1,5.2,3.2%,5.6,7.8%,-1.9%,3.2%,19.6%,-0.4%,5.9,-0.9,0.9
O=C(Nc1cccc2c1[nH]c1ccccc12)C(F)(F)F,2.0,-1.5%,-0.7,6.5%,-4.2%,-2.4%,-14.2%,-1.2%,4.8,7.1,-1.2
COCCc1ncc(CN2CCCCC2C(=O)Nc2ccc(Oc3ccccc3)nc2)cn1 (stereo not given),3.8,-1.7%,8.5,14.5%,-7.4%,1.9%,x,-0.9%,0.6,-1.9,x

# Assay outcomes as filed in PubChem BioAssay.

# These rows are one share of the data; the hit share may differ from the screen's.
